p53 reactivation = restores transcriptional activity of mutant p53 | H1299 p53-A138V BP100-luciferase reporter, luminescence, 24 h | Potency, µM (doses to about 92.2 µM), inactives show top-dose activity change, positive = activation, actives largely listed as activators | 320,000 tested, 0.063% active; also: potency is read from the fitted curve at half-maximal effect; % of control where 0% means no effect; nearly all actives have a fitted effect of over 45% in size
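p53-null H1299 cells stably carrying temperature-sensitive p53-A138V and a BP100-luciferase reporter were pinned with compounds (4-point, 1:5 series) and held 24 hrs at 37 deg C. Luminescence was read 10 min after detection reagent.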
BRCA1 expr act = activators of BRCA1 expression; MCF7-BRCA1-FFLuc reporter, luminescence, 48 h; response scale: scaled: vehicle 0%, 10 µM genistein 100%; Potency, µM (titrated, usually from 46.1 µM), without a hit: at the highest dose activation, most hits filed as activators; 380,000 tested, 1.1% active; also: potency is read from the fitted curve at half-maximal effect; nearly all actives have a fitted effect of over 80% in size; some results filed as inactive show a strong effect at the top dose
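Luminescence from a BRCA1-driven firefly luciferase in MCF7 cells was the read-out, taken 15 min after substrate addition following 48 h compound exposure at 37 °C. Data were normalized to a 10 microM genistein control and DMSO vehicle.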
VP16 counter = Gal4-VP16 reporter inhibition counter-screen. 310,000 tested, 3.5% active. Potency, µM (titrated, usually from 53.6 µM), for the others: at the top dose activity, negative = inhibition, hits mostly inhibitors. Drosophila S2 Gal4-VP16 UAS-luciferase, luminescence, 20 h. AID 2546;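 also: Gal4-VP16 expression switched on by copper sulfate through the metallothionein promoter; potency is read from the fitted curve at half-maximal effect; % is scaled to controls: 0 for no effect and ±100 for the full control effect; nearly all actives have a fitted effect of over 50% in size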
ELG1 genotox = genotoxicity induction in ELG1-luciferase HEK293T cells. HEK293T ELG1-luciferase reporter, luminescence, 16 h. Potency, µM (highest dose often 46 µM), inactives show top-dose activity change, positive = activation, actives largely listed as activators. 330,000 tested, 1.3% active. AID 504466; also: potency is read from the fitted curve at half-maximal effect; % of control where 0% means no effect; nearly all actives have a fitted effect of over 60% in size
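HEK293T cells expressing luciferase-tagged ELG1 were treated with compound or DMSO for 16 hr at 37°C. Luciferase activity was then read after 30 min with ONE-Glo at room temperature; rising signal flags genetic stress.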
NPC1 promoter act = activates the NPC1 promoter | Potency, µM (highest dose often 9.22 µM), for inactives: at the highest dose activation, actives largely listed as activators | Huh7 NPC1 promoter luciferase reporter, 24 h | AID 485313 | 320,000 tested, 2.4% active;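 also: potency is read from the fitted curve at half-maximal effect; % of control where 0% means no effect; nearly all actives have a fitted effect of over 60% in size; reporter is driven by a mutant NPC1 promoter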
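Cells: Huh7 expressing luciferase under the NPC1 promoter, 1500/well. Seeded 2 h, compound added, incubated 24 h at 37 °C. Luciferase reagent, 10 min ambient, then luminescence.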
RORgamma inh = ROR gamma (mouse) transcription inhibition; Potency, µM (titrated, usually from 53.6 µM), inactives show at the highest dose activity change, negative = inhibition, most hits filed as inhibitors; AID 2551; P51450; 310,000 tested, 5.4% active; Drosophila S2 Gal4-RORgamma UAS-luciferase reporter, 20 h; also: potency is read from the fitted curve at half-maximal effect; % is scaled to controls: 0 for no effect and ±100 for the full control effect; nearly all actives have a fitted effect of over 60% in size
Target sequence (P51450 whole entry, looked up, the tested form may be a part): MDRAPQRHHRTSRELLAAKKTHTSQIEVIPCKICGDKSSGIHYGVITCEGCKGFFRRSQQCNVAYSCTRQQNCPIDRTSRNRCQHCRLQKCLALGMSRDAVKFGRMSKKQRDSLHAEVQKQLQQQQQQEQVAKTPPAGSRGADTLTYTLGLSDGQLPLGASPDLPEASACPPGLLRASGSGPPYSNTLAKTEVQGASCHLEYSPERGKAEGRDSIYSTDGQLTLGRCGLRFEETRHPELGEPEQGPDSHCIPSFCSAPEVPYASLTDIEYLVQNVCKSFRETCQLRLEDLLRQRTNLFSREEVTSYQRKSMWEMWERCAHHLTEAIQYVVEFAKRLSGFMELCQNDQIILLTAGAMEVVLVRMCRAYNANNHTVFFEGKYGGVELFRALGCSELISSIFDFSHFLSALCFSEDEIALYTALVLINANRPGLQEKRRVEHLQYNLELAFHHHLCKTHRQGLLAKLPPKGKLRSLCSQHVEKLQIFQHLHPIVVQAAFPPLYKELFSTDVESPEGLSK
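Read-out: Photinus luciferase luminescence; inhibitors lower reporter signal. Insect Schneider cells with Gal4-ROR gamma fusion under metallothionein promoter, UAS reporter; 700 uM final copper sulfate induction, 20 hr, ambient temperature.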
Rab9 promoter act = Rab9 promoter activation; Huh7 Rab9 promoter-luciferase reporter, luminescence, 24 h; 320,000 tested, 2.8% active; AID 485297; Potency, µM (doses to about 9.22 µM), for inactives: at the top dose activation, negative = inhibition, most hits filed as activators; also: potency is read from the fitted curve at half-maximal effect; % of control where 0% means no effect; nearly all actives have a fitted effect of over 60% in size
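Huh7 reporter line, Rab9 promoter upstream of luciferase. Compound exposure 24 h at 37 °C in reduced-serum medium with 10% FBS. Read-out: luminescence.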
Giardia kill = kills Giardia lamblia | activity change, % at 7.66 µM, hits read low | 340,000 tested, 0.15% active | Giardia lamblia trophozoite viability; in the data active = activity change below about -80%; inconclusive = between about -30% and that limit;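 also: parasites exposed to compound for two days anaerobically before the ATP read; % is scaled to controls: 0 for no effect and ±100 for the full control effect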
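Trophozoites 100 cells/well + cpd; 48 hrs, 37 deg C, anaerobic. ATPLite 1-Step added, 15-30 min RT, luminescence read (ATP-based viability).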
Menin-MLL TR inh = displaces Texas Red mutant MLL peptide from human menin; Potency, µM (doses to about 61.6 µM), for the others: at the top dose FP activity change, negative = inhibition, actives largely listed as inhibitors; 270,000 tested, 0.23% active; Menin + Texas Red MLL mutant peptide, fluorescence polarization; O00255; active = well fitted inhibition curve with a large enough effect in the polarisation, with a control signal flat, not every such curve was filed as active; inconclusive = small, poorly fitted or top-dose-only effect, or effect the other way, or a change in a side signal; inactive = no such curve, though single readings can be large or run the other way; the % refers to the polarisation; also: potency is read from the fitted curve at half-maximal effect; % of control where 0% means no effect; many of its hits are not listed in these tables
PKM2 act = PKM2 (human) enzyme activation; purified PKM2, Kinase-Glo ATP luminescence, activation; response scale: 0% is enzyme alone, no compound; 260,000 tested, 0.34% active; Potency, µM (doses to about 57.5 µM), for the others: at the highest dose activation, hits mostly activators; AID 1631; P14618; also: potency is read from the fitted curve at half-maximal effect; % is scaled to controls: 0 for no effect and ±100 for the full control effect; nearly all actives have a fitted effect of over 55% in size
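Kinase-Glo luminescence reports ATP generated from ADP (0.1 mM) and PEP (0.5 mM) by purified hPK-M2 after 1 h at room temperature, pH 7.2 imidazole buffer; intermediate enzyme activity allows detecting inhibitors and activators.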
FLuc modulator = counter-screen for miR-21 project: firefly luciferase inhibitors or activators. purified FLuc, Km substrates, luminescence inhibition. Potency, µM (highest dose often 57.5 µM), without a hit: top-dose activity change, negative = inhibition, hits mostly inhibitors. 360,000 tested, 6.9% active. AID 588342;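 also: potency is read from the fitted curve at half-maximal effect; plate controls were vehicle for no effect and reference inhibitor for full effect; nearly all actives have a fitted effect of over 55% in size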
Target sequence (P08659 whole entry, looked up): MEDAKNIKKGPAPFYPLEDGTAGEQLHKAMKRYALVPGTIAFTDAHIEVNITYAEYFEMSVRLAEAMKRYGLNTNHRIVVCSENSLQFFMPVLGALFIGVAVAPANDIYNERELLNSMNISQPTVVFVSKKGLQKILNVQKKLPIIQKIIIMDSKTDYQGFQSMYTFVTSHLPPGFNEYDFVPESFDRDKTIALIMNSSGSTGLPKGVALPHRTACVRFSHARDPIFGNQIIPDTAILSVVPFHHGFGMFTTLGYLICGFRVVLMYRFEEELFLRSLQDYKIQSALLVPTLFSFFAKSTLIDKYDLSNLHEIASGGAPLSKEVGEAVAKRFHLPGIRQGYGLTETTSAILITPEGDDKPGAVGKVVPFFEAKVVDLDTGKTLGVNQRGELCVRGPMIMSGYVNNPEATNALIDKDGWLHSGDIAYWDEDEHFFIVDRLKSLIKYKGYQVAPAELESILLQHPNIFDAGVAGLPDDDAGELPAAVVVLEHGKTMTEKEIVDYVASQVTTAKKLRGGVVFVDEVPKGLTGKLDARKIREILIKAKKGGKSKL
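Biochemical qHTS of compounds, final roughly 60 µM downward over six points, against 10 nM purified firefly luciferase using Km concentrations of substrates (10 uM D-luciferin, 10 uM ATP) in Tris acetate pH 7.5 buffer; luminescence output.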
Active calls of the source: *; ? = inconclusive; . = not tested or not shown; [ ] = dose if it differs, or a comment. Unless noted, calls follow the shape of the dose curve; as a rule, active = well fitted curve in the direction sought with a large enough effect; inconclusive = small, poorly fitted or top-dose-only effect, or another doubt; inactive = no such curve, though single readings can be large; an effect the other way counts as inactive or inconclusive.

(1) O=C(Cn1cnc2c(cnn2-c2ccccc2)c1=O)Nc1cc(S(=O)(=O)N2CCOCC2)ccc1Cl
(2) Cc1ccc(NC(=O)C/C(N)=N/OC(=O)Nc2ccc(C)c(Cl)c2)cc1
(3) C[C@@H]1C[C@@H]2OC(=O)[C@]3(C)[C@H]2[C@@H](OC3(C)O)[C@]2(C)C(=O)C=C[C@H]12 (some centres not stated)
(4) CCOc1ccc(NC(=S)NNc2ccnc3cc(Cl)ccc23)cc1
(5) COc1cccc(-n2cc(CNCc3c(C(=O)N(C)C)nc4ccc(Cl)cn34)cn2)c1
(6) CCOC(=O)C1CCN(C(=O)c2ccccc2NS(=O)(=O)c2ccc(F)cc2)CC1
(7) C=CCN1C(=O)c2ccc(C(=O)N(C)CC(=O)Nc3ccccc3Cl)cc2C1=O
(8) O=C(NCCS(=O)(=O)NC1CCCC1)c1ccc(F)cc1

assay / compound,1,2,3,4,5,6,7,8
p53 reactivation,-3%,10%,-9%,5%,-3%,-8%,-1%,4%
BRCA1 expr act,-18%,?,-24%,-61%,-2%,-10%,9%,2%
VP16 counter,-16%,.,-10%,-8%,-10%,-8%,.,.
ELG1 genotox,-5%,6%,2%,-15%,-7%,1%,4%,1%
NPC1 promoter act,-1%,7%,-3%,-7%,-2%,-7%,-10%,-2%
RORgamma inh,?,.,14%,7%,13%,33%,.,.
Rab9 promoter act,-2%,17%,4%,-11%,-5%,13%,0%,-1%
Giardia kill,12,10,-3,-1,-7,-2,5,3
Menin-MLL TR inh,?,.,.,14%,-18%,-30%,.,.
PKM2 act,-1%,.,-2%,-9%,-3%,3%,.,.
FLuc modulator,-28%,-14%,?,?,0%,3%,-1%,-1%

(9) N#CC(C#N)=C1C=CC=CN1/C(=C\c1ccco1)C(=O)c1ccc(Br)cc1
(10) CCN(C(=O)N1CCOCC1)c1ccccc1C
(11) O=C1CCCN1CCC1CCN(C(=O)Nc2ccccc2)CC1
(12) Cc1c(CN2CCC(n3nccc3NC(=O)C3CC3)CC2)[nH]c2ccccc12
(13) O=C(CC1S/C(=N/N=C/c2cccs2)NC1=O)Nc1ccc(Cl)c(Cl)c1 (configuration not stated)
(14) COc1ccc(CNC(=O)N2CCN(c3cccc(Cl)c3)CC2)cc1OC
(15) CCn1ccnc1CNC(=O)C1CCC(=O)N(Cc2ccccc2F)C1 (configuration not stated)
(16) COc1cc(-c2nc3ccc4ccccc4c3c3c2CCC3)cc(OC)c1O

assay / compound,9,10,11,12,13,14,15,16
p53 reactivation,-31%[inhibitor],.,?,11%,5%,-5%,7%,-9%
BRCA1 expr act,-95%[inhibitor],-3%,21%,-45%,-54%,-29%,-10%,-65%
VP16 counter,1.3µM*,-8%,8%,-1%,?,4%,-2%,?
ELG1 genotox,-19%,-1%,-2%,-6%,-1%,-14%,4%,-1%
NPC1 promoter act,-40%[inhibitor],-6%,0%,13%,-11%,-2%,1%,1%
RORgamma inh,3.5µM*,-20%,7%,-3%,-19%,35%,-20%,-7%
Rab9 promoter act,-48%[inhibitor],-4%,-6%,-6%,-3%,-2%,2%,2%
Giardia kill,18,13,-16,14,-17,-3,-4,7
Menin-MLL TR inh,17%,-3%,2%,.,?,22%,5%,7%
PKM2 act,24%,-4%[11.5 µM],2%,-8%,-1%,0%,-1%,24%
FLuc modulator,?,6%,1%,2%,1%,2%,-3%,1%

(17) CCCCNC(=O)C(=O)NCc1ccncc1
(18) COc1ccc(N2CC(O)=C(c3nc(-c4ccc(F)cc4)cs3)C2=N)cc1Cl
(19) Cc1[nH]c2ccccc2c1C(=O)C(=O)N1CC=C(c2ccccc2)CC1
(20) COC(=O)c1sc(NC(=O)C2c3ccccc3Oc3ccccc32)c(C(=O)OC)c1C
(21) CC(C)c1nc(SCC(=O)Nc2nccs2)c2ccccc2n1
(22) O=C1C(=O)N(CCCn2ccnc2)C(c2ccc(Br)cc2)/C1=C(\O)c1ccc2c(c1)OCCO2 (configuration not stated)
(23) CCn1c(CNC(=O)c2ccccc2F)nnc1SCC(=O)NC1CCCCC1
(24) NNC(=O)c1snnc1-c1ccccc1

assay / compound,17,18,19,20,21,22,23,24
p53 reactivation,-2%,-4%,4%,18%,1%,-1%,1%,0%
BRCA1 expr act,-15%,-28%,-88%,-25%,-16%,1%,-5%,-26%
VP16 counter,4%,-3%,3%,?,6%,1%,2%,-17%
ELG1 genotox,-1%,0%,-7%,4%,-3%,0%,0%,-2%
NPC1 promoter act,-3%,0%,0%,-6%,3%,-3%,0%,-2%
RORgamma inh,-14%,-8%,19%,96%,-18%,-5%,-3%,?
Rab9 promoter act,-3%,1%,1%,-5%,-3%,4%,-1%,2%
Giardia kill,-2,28,-14,0,-17,-29,25,-10
Menin-MLL TR inh,.,23%,-28%,-8%,8%,.,1%,.
PKM2 act,-4%,.,-2%,3%,-2%,3%,-4%,-1%
FLuc modulator,0%,-7%,9%,6%,0%,2%,2%,0%

(25) O=S(=O)(/C=C/c1ccccc1)NC1CCCCCC1
(26) CC(C)c1ccc(NC(=O)C[n+]2ccn(C3=C([O-])c4ccccc4C3=O)c2)cc1
(27) CN(CC(=O)Nc1ccc([N+](=O)[O-])cc1Br)Cc1c(F)cccc1Cl
(28) CCOC(=O)CC(C(=O)OCC)P(=O)(c1ccccc1)c1ccccc1 (configuration not stated)
(29) Cc1ccsc1C(=O)OCC(=O)Nc1c(C)n(C)n(-c2ccccc2)c1=O
(30) O=C(c1c(Cl)cccc1Cl)N1CCN(c2cccc3[nH]ccc23)CC1
(31) CCCCN(C)C1CCN(C(=S)Nc2cccc(OC)c2)CC1
(32) CC1CCN(C(C)C(=O)Nc2ccccc2-c2ccccc2)CC1 (configuration not stated)

assay / compound,25,26,27,28,29,30,31,32
p53 reactivation,1%,-3%,6%,-7%,5%,-2%,6%,13%
BRCA1 expr act,0%,-36%,-1%,4%,-3%,-35%,-19%,-22%
VP16 counter,-7%,-3%,-17%,1%,-8%,-4%,-6%,3%
ELG1 genotox,0%,-3%,-6%,8%,1%,-4%,0%,-6%
NPC1 promoter act,-3%,1%,-2%,-5%,0%,9%,-3%,-7%
RORgamma inh,6%,19%,22%,-7%,9%,-29%,-1%,11%
Rab9 promoter act,-1%,-4%,-1%,6%,-6%,-10%,-1%,-4%
Giardia kill,1,-3,-5,9,4,5,1,8
Menin-MLL TR inh,-2%,4%,.,3%,-5%,.,3%,?
PKM2 act,7%,-32%,-1%,0%,-3%,5%,-1%,0%
FLuc modulator,-2%,4%,0%,3%,4%,-3%,-1%,3%

(33) O=C(NC(Cc1ccccc1)c1nc2ccccc2[nH]1)c1cccc([N+](=O)[O-])c1 (configuration not stated)
(34) Cc1ccc(N=Nc2c(=O)[nH]n3c(C)cc(C)nc23)cc1
(35) COc1cccc(/C=N/NC(=O)C(=O)Nc2ccccc2OC(F)(F)C(F)F)c1O
(36) O=C(N/C(=C\c1ccc([N+](=O)[O-])cc1)C(=O)N1CCCCC1)c1ccccc1Br
(37) COc1ccc(Cl)cc1-c1nc(SCC(N)=O)n[nH]1
(38) COc1ccc2cc(C(=O)OC(C)C)sc(=O)c2c1OC
(39) COc1ccc(C2(C(=O)N3CCCC3)CCOCC2)cc1OC
(40) O=C(CN1C(=O)/C(=C\c2cccc(Cl)c2)Sc2ccccc21)NCCCN1CCOCC1

assay / compound,33,34,35,36,37,38,39,40
p53 reactivation,5%,0%,?,-5%,4%,?,-6%,-10%
BRCA1 expr act,-11%,-14%,-86%,2%,-37%,40%,8%,-9%
VP16 counter,-4%,-8%,1.4µM*,-11%,-3%,-2%,.,-6%
ELG1 genotox,-3%,2%,16%,-1%,-2%,14%,11%,0%
NPC1 promoter act,10%,1%,-17%,-3%,0%,12%,0%,-1%
RORgamma inh,-2%,?,1µM*,39%,11%,?,-3%[0.365 µM],-20%
Rab9 promoter act,-3%,0%,-13%,-25%,-1%,21%,-5%,6%
Giardia kill,8,5,4,-2,-27,1,-1,9
Menin-MLL TR inh,.,.,?,-17%,.,-8%,7%,-19%
PKM2 act,-3%,3%,3%,-4%,-3%,8%,5%,.
FLuc modulator,-18%,-2%,-3%,2%,1%,?,2%,?

Gathered by group, the compounds so far containing two or more sulfur atoms (two)
(13) O=C(CC1S/C(=N/N=C/c2cccs2)NC1=O)Nc1ccc(Cl)c(Cl)c1 (configuration not stated)
(21) CC(C)c1nc(SCC(=O)Nc2nccs2)c2ccccc2n1

assay / compound,13,21
p53 reactivation,5%,1%
BRCA1 expr act,-54%,-16%
VP16 counter,?,6%
ELG1 genotox,-1%,-3%
NPC1 promoter act,-11%,3%
RORgamma inh,-19%,-18%
Rab9 promoter act,-3%,-3%
Giardia kill,-17,-17
Menin-MLL TR inh,?,8%
PKM2 act,-1%,-2%
FLuc modulator,1%,0%

An excerpt; rates above refer to the full screens.
